ASAP1 GAP inh: blocks human ASAP1-stimulated Arf1 GTP hydrolysis. inhibition, % at 16.5 µM. GDP FP detection. 0.19% of 360,000 active; in the data active = inhibition above about 25%;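 also: 0% = vehicle with enzyme and substrate and 100% = no enzyme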
ARFGAP1 inhibitor: inhibitors of rat ARFGAP1; Q62848; Arfgap1-stimulated ARF1 GTP hydrolysis, GDP FP detection; 0.26% of 360,000 active; inhibition, % at 16.5 µM;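 active = inhibition above a per-plate limit, mean inhibition of low control wells plus 3 SD, cut at about 25% in these data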;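 also: 0% = DMSO wells with enzyme and 100% = wells lacking Arfgap1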
Target sequence (Q62848 1-136 limits assumed): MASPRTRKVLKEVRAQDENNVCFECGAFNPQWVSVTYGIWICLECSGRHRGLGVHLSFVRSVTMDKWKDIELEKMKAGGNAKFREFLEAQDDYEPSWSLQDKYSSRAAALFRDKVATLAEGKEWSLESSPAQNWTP
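Replicates: Single well per compound | Assay system: Truncated rat Arfgap1 GAP domain | Control set: No-Arfgap1 wells (100%) versus DMSO full-reaction wells (0%) | Times: Enzyme reaction 120 min at 25 °C after 20 min preincubation | Reagent: Human ARF1(Δ1-17)-GTP substrate | Measured by: Tracer-displacement fluorescence polarization with EDTA stop, 620/688 nm | Measure: Percent inhibition of Arfgap1-stimulated GTP hydrolysis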
PLC-gamma1 inh: PLC-gamma1 (human) inhibition, primary screen; P19174; purified PLC-gamma1, fluorogenic substrate, fluorescence; inhibition, % at 12.2 µM; 0.84% of 370,000 active; AID 720700; in the data active = inhibition above about 9.5%
Tn7 DDE FP: inhibitors of Tn7 peptide binding to human fibrin DD(E) | P02675 | 0.13% of 370,000 active | AID 720508 | FP displacement of FITC-Tn7 peptide from fibrin DD(E); 0% = median of compound wells per plate | inhibition, % at 8.3 µM;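 active = inhibition above the mean of compounds falling within the control limits plus 3 SD of them, cut at about 14% in these data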;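 also: 0% = plate median of compound wells and 100% = 10 µM Aha-Tn7 peptide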
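Assay system: human fibrin DD(E) protein / Input: 2 µM fibrin DD(E) / Benchmarks: high control of 10 µM Aha-Tn7 peptide / Measured by: fluorescence polarization of the labelled Tn7 tracer / Medium: Tris buffer with calcium and detergent, pH 7.8 / Timing: 10 min compound pre-incubation, 3 h probe incubation at room temperature / Repeats: one replicate per compound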
TDP2 inh: blocks human TDP2 phosphodiesterase activity; 0.34% of 370,000 active; AID 720702; O95551; recombinant TDP2, T5PNP hydrolysis, p-nitrophenol absorbance 415 nm; inhibition, % at 12.8 µM;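 active = inhibition above the mean of all tested compounds plus 3 SD, set per campaign, cut at about 25% in these data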;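 also: 0% = DMSO with enzyme and 100% = buffer with substrate but no TDP2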
Target sequence (O95551 whole entry, looked up): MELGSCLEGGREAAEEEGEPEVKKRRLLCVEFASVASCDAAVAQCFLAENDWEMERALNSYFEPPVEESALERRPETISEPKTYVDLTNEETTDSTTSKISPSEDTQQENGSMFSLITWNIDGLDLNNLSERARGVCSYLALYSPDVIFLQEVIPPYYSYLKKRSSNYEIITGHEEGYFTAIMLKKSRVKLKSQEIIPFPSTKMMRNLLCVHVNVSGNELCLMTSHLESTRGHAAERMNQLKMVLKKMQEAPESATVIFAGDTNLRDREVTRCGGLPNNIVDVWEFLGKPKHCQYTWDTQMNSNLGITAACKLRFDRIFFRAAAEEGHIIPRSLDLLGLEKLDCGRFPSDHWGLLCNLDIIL
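Test system: Human TDP2 enzyme | Reagent: 5 mM T5PNP | Compound dosing: 12.8 µM single point, 1% DMSO | Incubation: Enzyme reaction with compound for 2 h at 37 °C | Technique: p-Nitrophenol epi absorbance | Read-out: % inhibition relative to enzyme-containing and enzyme-free wells | Benchmarks: High control without enzyme, low control DMSO plus TDP2 | Replicates: Singlicate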
proKLK7 act: activates the human kallikrein-7 zymogen | P49862 | purified proKLK7, EDANS-DABCYL substrate fluorescence; 100% is mature enzyme control, 0% vehicle | activation, % at 7 µM | 0.9% of 370,000 active | AID 652039;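 active = activation above the mean of all tested compounds plus 3 SD, computed per campaign excluding outliers beyond control limits, cut at about 13% in these data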
Target sequence (P49862 whole entry, looked up): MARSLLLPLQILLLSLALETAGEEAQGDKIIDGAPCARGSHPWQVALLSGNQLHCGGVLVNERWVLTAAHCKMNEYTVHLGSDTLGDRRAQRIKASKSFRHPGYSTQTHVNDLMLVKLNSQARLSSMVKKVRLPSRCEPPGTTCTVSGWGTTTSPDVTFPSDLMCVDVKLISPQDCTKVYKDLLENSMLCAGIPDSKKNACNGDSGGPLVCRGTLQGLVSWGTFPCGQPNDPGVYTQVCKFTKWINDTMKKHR
LEDGF integ inh: blocks HIV-1 LEDGF/p75-dependent DNA integration; TR-FRET IN-LEDGF/p75 DNA integration, Eu/Cy5; inhibition, % at 3.7 µM; 0.64% of 370,000 active; AID 743269;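 active = inhibition above the screen-wide mean plus 3 SD, cut at about 13% in these data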;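 also: signal is the Cy5 over europium emission ratio at 671 and 618 nm; 0% = plate median of compound wells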
ADAM10 inh: inhibitors of human ADAM10; recombinant ADAM10, EDANS/DABCYL FRET peptide cleavage, 3 h; inhibition, % at 7 µM; 0.62% of 370,000 active; AID 720582;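 active = inhibition above a per-campaign cutoff equal to the mean of compounds falling between control-based bounds plus 3 SD, cut at about 20% in these data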;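 also: 0% = DMSO wells while the 100% control is not disclosed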
DDE Tn6 FP inh: disrupts Tn6 cyclic peptide binding to fibrin D-Dimer-E complex; P02675; Fibrin DD(E) TRITC-Tn6 fluorescence polarization displacement; inhibition, % at 8.3 µM; 0.21% of 370,000 active; AID 720509;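 active = inhibition above a per-campaign cutoff: mean of compounds within control limits plus 3 SD, cut at about 15% in these data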;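 also: 0% = median of all compound wells on the plate and 100% = blocking peptide control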
ADAM17 inh: inhibits human ADAM17 | inhibition, % at 6.95 µM | recombinant ADAM17, EDANS/DABCYL FRET peptide cleavage | AID 720648 | 0.83% of 370,000 active | P78536;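 active = inhibition above the mean of compounds lying between control limits plus 3 SD, set per campaign, cut at about 8.5% in these data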;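 also: 0% = DMSO-only wells as the low control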
Numbers without * were called inactive; i = inactive; nt = not tested or not shown.

Every second line gives: ASAP1 GAP inh	ARFGAP1 inhibitor	PLC-gamma1 inh	Tn7 DDE FP	TDP2 inh	proKLK7 act	LEDGF integ inh	ADAM10 inh	DDE Tn6 FP inh	ADAM17 inh
NCCCn1c(C(=O)c2ccc(Cl)cc2)c2ccc([N+](=O)[O-])cc2[n+]1[O-]
 : -11.7	-5.8	-10.7	7.3	-6.2	-0.1	-0.8	-4.7	-1.2	-0.9
CCCCNS(=O)(=O)C1CCS(=O)(=O)C1 (stereo unspecified)
 : -5.7	1.6	1.1	-0.6	8.6	-0.5	-0.4	-4.2	-8.1	-7.2
Clc1cccc(-c2nc3ccc(Br)cn3c2Cc2ccsc2)c1
 : -2.5	4.1	-13.5	10.1	14.5	-0.1	1.9	0.4	-3.1	-3.4
O=C(NC1CC1)C1CC(=O)N(C2CCCCC2)C1 (stereo unspecified)
 : -1.9	14.3	-1.2	-5.0	9.3	-0.5	-1.9	1.1	5.6	-4.6
O=C(CSc1nn(-c2ccc(Cl)cc2)c(=S)s1)NCC1CCCO1 (stereo unspecified)
 : -5.2	-1.6	2.1	2.5	-10.8	-1.0	-4.2	7.2	2.8	2.2
CCOc1ccc(C2C(C(=O)OC)=CN(CCOC)C=C2C(=O)OC)cc1
 : -5.1	4.8	i	1.6	11.9	26.4*	-1.2	i	6.7	i
Cn1c(SCCOc2ccc(Cl)cc2)nnc1-c1ccncc1
 : 1.9	-1.1	1.9	1.9	-11.1	-0.4	0.7	0.3	-3.0	-0.1
CCOC(=O)c1ccccc1NC(=O)Cn1cnc2c(cnn2-c2ccc(OC)cc2)c1=O
 : -2.1	11.3	4.1	-3.6	-2.0	0.5	2.9	12.8	-2.8	2.5
COc1cc(/C=C2/C(=N)N3N=C(CC(=O)N4CCOCC4)SC3=NC2=O)ccc1OC(C)c1ccccc1 (stereo unspecified)
 : -1.8	-2.4	-39.3	-0.1	3.0	0.3	4.0	-45.7	5.1	-12.8
C[C@H](CO)N1C[C@H](C)[C@@H](CN(C)Cc2ccc(Cl)c(Cl)c2)Oc2c(NS(=O)(=O)c3cn(C)cn3)cccc2C1=O
 : 7.0	-5.2	-1.5	5.8	9.1	0.4	5.1	-5.0	-9.8	-0.8
Nc1c(N(CCC2=CCCCC2)C(=O)c2ccc([N+](=O)[O-])o2)c(=O)[nH]c(=O)n1Cc1ccccc1
 : -4.5	-6.3	-60.8	4.1	-6.7	0.0	-0.7	-73.2	-2.5	-39.8
CCOC(=O)Cn1cnc2scc(-c3ccccc3)c2c1=O
 : 15.1	2.1	3.5	-0.8	-14.3	-0.1	5.5	7.2	3.6	1.3
Cc1ccc(SC[C@H](C)CN2CC[C@H](C)CCC2=O)cc1
 : -1.8	6.7	0.3	5.9	5.0	-0.1	0.4	10.6	0.6	-5.1
Cc1nn(CC(=O)Nc2ccc(C#N)cc2)c(C)c1[N+](=O)[O-]
 : 0.2	10.3	4.6	0.4	-4.0	0.2	-4.4	-12.0	-4.4	-1.3
CCNC(=O)CCSc1nnc(-c2ccco2)o1
 : 0.3	4.9	0.9	-0.9	3.5	-0.4	-6.2	-8.9	5.9	-0.9
CCCCCCCC(=O)NN=C1CCN(Cc2ccccc2)CC1
 : 0.5	0.1	-14.0	-0.8	0.9	-0.9	-4.3	-29.7	0.4	-9.5
Cc1cc(C(=O)COc2ccccc2C(N)=O)c(C)n1CC1CCCO1 (stereo unspecified)
 : 3.0	-14.2	-0.4	5.8	13.2	0.8	-0.5	1.6	5.4	-2.7
CCCS(=O)(=O)N1CCN=C1SCc1ccc(C)cc1
 : 2.6	-1.4	0.3	-5.5	-0.3	0.8	0.0	1.8	-0.3	0.7
CN(CCC#N)C(=O)COC(=O)c1c2c(nc3ccccc13)/C(=C/c1ccco1)CC2
 : -10.7	-3.4	-57.2	2.4	-12.8	-1.8	78.8*	-21.6	-8.9	-7.0
CS(=O)(=O)Nc1ccccc1C(=O)Nc1cc(Cl)cc(Cl)c1
 : 11.1	7.7	-26.6	0.6	-1.4	-0.4	-2.4	-11.2	8.6	-10.8
CCN(CC)S(=O)(=O)c1ccc2c(c1)oc(=O)n2CC(=O)N(C)C1CCCCC1
 : -3.8	1.8	-2.0	8.6	-0.1	-0.6	-1.3	-3.4	-3.1	-6.2
FC(F)(F)c1ccc(/C=N/N2CCN(Cc3ccccc3)CC2)cc1
 : 4.1	10.1	1.2	1.9	1.0	-0.3	1.2	8.4	1.1	0.7
N=C(N)SCc1ccc(Cl)c2ccccc12
 : -4.1	8.8	4.8	-8.2	-7.4	-0.1	-0.1	-0.5	-3.1	-1.8
CCOC(=O)c1c(C)nc(SC)c(C#N)c1-c1ccccc1
 : 0.3	-5.7	-3.2	6.7	1.6	-0.3	-0.3	-2.4	-4.1	-1.5
Cc1ccc(Cl)cc1N1CCN(S(=O)(=O)c2ccc3c(c2)oc(=O)n3C)CC1
 : 2.4	-7.0	-1.6	-8.6	13.1	0.0	1.3	-2.5	8.2	1.6
COc1ccc(C(=O)N(CC(=O)Nc2sc(C)c(C)c2C(N)=O)C2CCCC2)cc1
 : -8.1	-2.2	0.0	0.0	5.1	0.1	-0.3	3.1	1.5	1.8
CCN(CC)S(=O)(=O)c1ccc(N2CCOCC2)c(NC(=O)c2c3c(nc4ccccc24)CCC3)c1
 : 13.1	3.3	-1.9	-0.1	1.0	0.3	6.2	-5.2	-6.2	1.2
O=C(CCCC(=O)OCC(=O)c1ccc(F)cc1)Nc1cc(C(F)(F)F)ccc1Cl
 : -2.0	6.0	1.0	11.2	2.9	-0.4	2.4	9.5	-0.5	2.4
O=C(NCCN1CCOCC1)c1csc2c1CCCC2
 : 2.7	1.2	-2.8	-2.5	-5.3	0.2	-2.3	-6.3	-0.5	-3.9
CCCc1cc(C(=O)NNC(=S)NC(C)c2ccccc2)cs1 (stereo unspecified)
 : -5.6	1.0	7.5	-6.1	-16.5	-0.1	4.4	11.0	-2.5	6.9
CC(C)/C=C1\CC/C(=C\c2cccnc2)C1=O
 : 0.3	-3.8	0.3	-8.3	-4.7	0.7	-1.7	2.8	-2.3	-1.7
COc1ccc(OC)c(NC(=O)c2c(NC(=O)CNCc3ccco3)sc3c2CCC3)c1
 : -15.9	2.6	-11.7	-8.3	-2.9	-0.9	-2.5	-5.3	-2.7	-1.9
COc1ccc(C(=O)CN2C(=O)NC3(CCCc4ccccc43)C2=O)c(OC)c1 (stereo unspecified)
 : -10.4	-8.3	1.6	0.2	7.2	0.2	2.2	12.3	-4.9	-1.9
Cc1ccc(S(=O)(=O)N(Cc2cccc(C)c2)C(=O)N2CCN(C)CC2)cc1
 : -4.2	8.6	0.6	-3.4	-10.6	-0.2	1.6	0.2	6.4	-8.4
COc1cc(/C=N/Nc2nc(=O)[nH]nc2C)cc([N+](=O)[O-])c1O
 : 7.6	0.7	5.3	-1.6	1.5	0.7	2.5	13.2	2.6	0.0
CSc1ccccc1NC(=O)CN(C)CC(=O)NCC(=O)Nc1ccc(F)cc1
 : 1.4	-1.3	-0.1	-0.5	4.1	0.2	-5.7	-5.3	-1.9	-1.2
O=C(COc1ccc(Cl)cc1Cl)N/N=C/c1cccnc1
 : 0.7	2.1	3.5	-7.4	-1.5	0.6	0.4	12.0	-8.4	0.7
C[C@@H]1C[C@H]2[C@@H](Cc3ccccc3)C(=O)N3[C@H](c4ccccc4)[C@H](C)C[C@H]3[C@@H](Cc3ccccc3)C(=O)N2[C@@H]1c1ccccc1
 : nt	nt	0.1	0.5	-5.0	0.8	-0.9	10.3	-3.8	5.1
COc1cccc(-c2csc(NNC(=O)c3cccs3)n2)c1
 : 8.9	8.1	-3.6	-7.3	5.2	-0.6	1.2	3.9	-11.3	0.4
C=CCNC(=O)COC(=O)COc1ccc(Cl)cc1
 : -7.6	5.4	-0.4	-1.1	0.8	-0.4	0.6	7.1	0.1	-2.6
O=C(CSc1nc2[nH]c(=O)[nH]c(=O)c2s1)Nc1cccc(F)c1
 : -4.6	11.1	1.5	4.3	-14.5	-0.4	-3.6	-15.6	2.4	-3.9
CC(C)CCNC(=O)C(c1cccs1)N(CC1CCCO1)C(=O)Cn1nnc2ccccc21 (stereo unspecified)
 : -2.1	-11.2	1.8	-3.5	3.9	-0.5	1.6	-4.3	-7.2	-1.4
CCOC(=O)C(C)Oc1ccc(C2NC(=O)NC(C)=C2C(C)=O)cc1Br (stereo unspecified)
 : -8.2	0.5	-0.8	4.0	-16.4	0.2	-5.4	3.6	0.6	2.3
COc1cc(C(=O)N2CCSCC2)ccc1OC1CCN(C(C)=O)CC1
 : -12.0	-0.6	-3.5	-1.5	23.2	0.5	0.6	-4.4	-5.5	-2.4
Cn1ccc(C(=O)N/N=C/c2ccncc2)n1
 : 12.3	-2.5	-3.0	-1.4	-6.2	-0.3	-4.9	-3.5	0.3	-3.0

Entries listed so far that have bromine (two):
Every second line gives: ASAP1 GAP inh	ARFGAP1 inhibitor	PLC-gamma1 inh	Tn7 DDE FP	TDP2 inh	proKLK7 act	LEDGF integ inh	ADAM10 inh	DDE Tn6 FP inh	ADAM17 inh
Clc1cccc(-c2nc3ccc(Br)cn3c2Cc2ccsc2)c1
 : -2.5	4.1	-13.5	10.1	14.5	-0.1	1.9	0.4	-3.1	-3.4
CCOC(=O)C(C)Oc1ccc(C2NC(=O)NC(C)=C2C(C)=O)cc1Br (stereo unspecified)
 : -8.2	0.5	-0.8	4.0	-16.4	0.2	-5.4	3.6	0.6	2.3

Later entries:
Every second line gives: ASAP1 GAP inh	ARFGAP1 inhibitor	PLC-gamma1 inh	Tn7 DDE FP	TDP2 inh	proKLK7 act	LEDGF integ inh	ADAM10 inh	DDE Tn6 FP inh	ADAM17 inh
CCS(=O)(=O)c1ccc(OC)c(N=Nc2ccc(O)c3ncccc23)c1
 : -7.8	-4.1	2.1	-10.6	-9.4	-0.1	1.9	0.8	3.4	2.1
Cc1ccc(C)c(OCC(=O)Nc2ccccc2C(=O)N2CCOCC2)c1
 : -10.4	2.1	0.7	-1.4	3.7	0.5	0.8	-9.9	-3.8	-2.2
COCCNC(C(=O)Nc1ccc(C)cc1[N+](=O)[O-])c1ccccc1 (stereo unspecified)
 : -3.8	-10.4	-6.3	-8.8	11.1	-0.1	1.4	-5.8	-6.1	0.1
O=C1c2ccccc2NC(c2ccc(O)cc2)N1c1ccccc1 (stereo unspecified)
 : -6.8	-8.8	-83.0	6.6	13.7	11.0	1.4	-117.3	3.7	-49.9

Source: PubChem (The Scripps Research Institute Molecular Screening Center)

Rows were taken by chance; overall some 4.2% were active at least once.
